Assay outcomes as filed in PubChem BioAssay.
USP1-UAF1 inh: inhibitors of human USP1/UAF1 deubiquitinase. recombinant USP1/UAF1, Ub-Rhodamine cleavage fluorescence. 0.23% of 390,000 active. AID 743255. Potency, µM (series often up to 57.1 µM), inactives show at the top dose activity change, negative = inhibition, actives largely listed as inhibitors; further: potency means the concentration at half of the fitted maximal effect; on the % scale 0 is the no-effect control and ±100 the full control effect; nearly all actives have a fitted effect of over 60% in size; inactives centre near -12
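High-throughput fluorogenic screen: 1nM USP1/UAF1 complex, Ub-Rho substrate 150nM final, 50mM HEPES pH 7.8 with 0.5mM EDTA, 0.1 mg/ml BSA, 1mM TCEP and 0.01% Tween-20.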
TRHR ag: activates the human TRH receptor | P34981 | TRHR cells, calcium flux fluo-8, FDSS agonist mode | activation, % at 2 µM | 0.18% of 360,000 active | AID 493084; in the data active means activation above about 30%; further: 0% is about no effect
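Read-out: compound-evoked intracellular calcium rise in TRHR cells, fluo-8 dye, kinetic FDSS fluorescence at 1 s/cycle following a 10-cycle baseline. Cells cultured overnight before dye loading (30 min–1.5 h, RT).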
IDH1 R132H inh: blocks human mutant IDH1 R132H enzyme. O75874. IDH1-R132H enzyme, NADPH consumption, diaphorase/resazurin fluorescence. Potency, µM (highest dose often 76.6 µM), for inactives: top-dose activity change, negative = inhibition, hits mostly inhibitors. 0.093% of 390,000 active; further: potency means the concentration at half of the fitted maximal effect; on the % scale 0 is the no-effect control and ±100 the full control effect; nearly all actives have a fitted effect of over 65% in size
Target sequence (O75874 whole entry R132H, stated change not applied): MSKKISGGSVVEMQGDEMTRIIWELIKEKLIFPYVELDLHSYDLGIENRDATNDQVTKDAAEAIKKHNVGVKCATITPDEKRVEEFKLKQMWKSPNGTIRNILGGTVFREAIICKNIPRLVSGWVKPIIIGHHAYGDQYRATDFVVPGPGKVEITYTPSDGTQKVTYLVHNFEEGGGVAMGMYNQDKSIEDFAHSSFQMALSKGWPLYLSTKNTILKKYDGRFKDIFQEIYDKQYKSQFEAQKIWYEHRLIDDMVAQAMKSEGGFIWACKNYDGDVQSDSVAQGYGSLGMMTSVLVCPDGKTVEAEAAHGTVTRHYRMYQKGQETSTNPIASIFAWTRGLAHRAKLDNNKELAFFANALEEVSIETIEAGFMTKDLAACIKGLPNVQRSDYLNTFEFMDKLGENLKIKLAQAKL
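IDH1-R132H (0.5 ug/mL dispensed) in pH 7.5 Tris buffer was preincubated 30 min with compound, then given a substrate mix of 0.016 mM NADPH and 2 mM alpha-KG for 80 min at room temperature; remaining NADPH was read by diaphorase/resazurin fluorescence.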
PI4K2A inh: inhibitors of human PI4K2A; AID 1346378; activity change, negative = inhibition, % at 76.9 µM; purified PI4K2A, ADP-Glo luminescence, 1 h; active compounds read low; Q9BTU6; 0.13% of 420,000 active; in the data active means activity change below about -50%; inconclusive means mostly about -30% to -49%;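 further: -100% = wells without enzyme as full effect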
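ADP-Glo luminescence measured ADP generated by PI4K2A enzyme (4 ug/mL before mixing) with 1.2 mM PI substrate (pre-mix) and 300 microM ATP (pre-mix). Tris pH7.5 buffer with MgCl2, Triton X-100; 1 h reaction at ambient temperature.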
TRHR enhancer: allosteric enhancers of human TRH receptor; 0.66% of 360,000 active; TRHR cells, fluo-8 calcium fluorescence, EC20 TRH enhancement; enhancement, % at 2 µM; P34981; in the data active means enhancement above about 30%; further: 0% is about no effect
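TRHR-expressing cells loaded with fluo-8 calcium dye were read kinetically (ex 480/em 530) during compound addition, then stimulated with an EC20 of TRH (10 nM final). Enhancement of the Gq-mediated intracellular calcium response was scored.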
TrxR1 substrate: rat thioredoxin reductase 1 substrate activity | Potency, µM (series often up to 114 µM), for inactives: at the top dose activity change, negative = substrate turnover | 0.01% of 390,000 active | purified TrxR1 substrate turnover, NADPH consumption readout; further: potency means the concentration at half of the fitted maximal effect; on the % scale 0 is the no-effect control and ±100 the full control effect; nearly all actives have a fitted effect of over 50% in size
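Rat TrxR1, dispensed at 90 nM, was prereduced with 400 uM NADPH (final) for 5 min at ~22 deg C, then incubated with compound 15 min before 400 uM selenite. A first-read NADPH fluorescence drop versus no-compound background flagged substrates.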
D2 agonist: agonists of human D2 dopamine receptor; 0.53% of 340,000 active; activation, % at 2 µM; P14416; AID 485358; HEK293 T-REx D2 cells, calcium flux agonist mode;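 active means activation over 3 SD above normal in the single-dose calcium agonist read, cut at about 30% in these data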; further: 0% is about no effect
Target sequence (P14416 whole entry, looked up): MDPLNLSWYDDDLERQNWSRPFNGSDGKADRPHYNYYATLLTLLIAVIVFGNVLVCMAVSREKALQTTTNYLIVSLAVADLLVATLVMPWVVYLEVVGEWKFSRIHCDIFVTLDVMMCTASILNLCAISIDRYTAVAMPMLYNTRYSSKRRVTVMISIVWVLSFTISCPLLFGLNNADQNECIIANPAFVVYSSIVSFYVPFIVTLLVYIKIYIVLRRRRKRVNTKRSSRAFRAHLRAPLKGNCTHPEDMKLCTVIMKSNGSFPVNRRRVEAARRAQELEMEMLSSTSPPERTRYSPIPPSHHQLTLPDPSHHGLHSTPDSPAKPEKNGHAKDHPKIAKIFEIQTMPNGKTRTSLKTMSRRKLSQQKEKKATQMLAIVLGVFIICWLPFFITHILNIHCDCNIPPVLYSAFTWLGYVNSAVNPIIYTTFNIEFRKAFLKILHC
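Agonism scored from kinetic calcium signal (1 read/sec, 180 s) following compound pin transfer, after a 10 s baseline. Cells: HEK293 Trex line expressing inducible D2 receptor coupled to calcium, dye-loaded after overnight culture at 30 C.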
rTrxR1 inhibitor: rat TrxR1 inhibition; recombinant rTrxR1, NADPH fluorescence consumption, selenite substrate; AID 588453; O89049; Potency, µM (top dose mostly 114 µM), for the others: at the highest dose activity change, negative = inhibition, usual class: inhibitors; 1% of 390,000 active; further: potency means the concentration at half of the fitted maximal effect; on the % scale 0 is the no-effect control and ±100 the full control effect; nearly all actives have a fitted effect of over 65% in size
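Rat TrxR1 (90 nM in the dispensed reagent) was pre-reduced with 400 uM NADPH for 5 min at room temperature, then incubated with compound for 15 min. After 400 uM selenite was added, NADPH fluorescence (Ex 340/Em 450 nm) was followed for 8 min.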
D2 antag: antagonists of human D2 dopamine receptor. inhibition, % at 10 µM. HEK293 TREx D2 cells, calcium flux, dopamine EC80. 2% of 340,000 active; in the data active means inhibition above about 30%; further: 0% is about no effect
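Cells plated overnight at 30 C with tetracycline; no-wash calcium dye, 30–90 min RT; 10 s baseline; compound pinned; 180 s read; EC80 dopamine added; another 180 s read.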
The depositor's hits bear a star; ? = inconclusive; . = no result given; & = joins results of further samples; [ ] = another dose, or the depositor's remark. Unless noted, the call rests on the fitted dose curve; in most records, active means well fitted inhibition curve with a large enough effect; inconclusive means small, poorly fitted or top-dose-only effect; inactive means no such curve, though single readings can be large or run the other way.

SMILES	USP1-UAF1 inh	TRHR ag	IDH1 R132H inh	PI4K2A inh	TRHR enhancer	TrxR1 substrate	D2 agonist	rTrxR1 inhibitor	D2 antag
CC(=O)Nc1cc(NC(C)=O)cc(C(=O)OCC(=O)Nc2ccc(S(=O)(=O)NC3=NCCCCC3)cc2)c1	-31%	0.5	-3%	-5	15	4%	0.0	11%	-13
CC(C)N(Cc1ccccc1)C(=O)CN1c2cccc3cccc(c23)S1(=O)=O	-22%	.	1%	1	.	36%[activator]	.	35%	.
Cc1c(Cl)cccc1NC(=O)N1CCN(C(=O)c2nsc3ccccc23)CC1	3%	-1.1	6%	-1	-5	5%[57.1 µM]	-0.5	8%[57.1 µM]	.
CCCNC(=O)c1onc(CSc2ccccc2)c1C(=O)NCCC	-30%	-0.4	-4%	-1	0	-2%	-1.1	8%	4
O=C(CSc1nc(O)cc(=O)n1-c1ccccc1)c1ccc(Br)cc1	-27%	0.5	2%	-6	-1	14%[57.1 µM]	2.0	4%	10
CCc1c(C)nc2ccc(Br)cc2c1SCCC#N	-12%	-0.6	24%	7	1	0%[57.1 µM]	-0.5	4%[57.1 µM]	5
COC(=O)C1=C(C)N=C2SCCC(=O)N2C1c1cccs1 (stereo unspecified)	-7%	-0.2	8%	-8	1	-8%	-0.2	-7%	2
Cc1ccc(NC(=O)c2c(C)oc3ccc(O)c(CN4CCCCC4)c23)cc1	?	-0.1	-14%	0	-7	-3%	-1.0	7%	.
Cn1nnnc1SCCCNCc1cccc(OCc2ccccc2)c1	-11%	0.4	0%	-1	7	-1%	0.0	8%	.
CCO[C@@H]1OC(C(=O)N2CCN(Cc3ccccc3)CC2)=C[C@H](C2CC2)[C@H]1CCCO	5%	-0.3	2%	8	1	2%[57.1 µM]	0.1	8%[57.1 µM]	5
COc1ccc(NC(=O)c2nnn(Cc3nc(-c4cc(OC)c(OC)c(OC)c4)oc3C)c2C)cc1	-13%	-1.0	-2%	2	13	-4%	-0.2	8%	.
COc1ccc(NC(=O)N2CCCCC2)cc1	1%	0.4	2%	-9	1	12%	0.2	36%	-8
CCCn1c(SCC(=O)NCc2ccco2)nc2c1c(=O)n(C)c(=O)n2C	-6%	0.7	5%	2	1	-3%	0.1	8%	-4
COC(=O)c1cc2c(C)[nH]c(C)c2cc(C(=O)OC)c1=O	-24%	0.4	3%	-3	14	-16%	0.8	-23%	8
Cc1csc(Cn2c(CN(C)C)nc3ccccc3c2=O)n1	-4%	-0.1	17%	-9	5	152%[activator]	-2.9	-22%	2
COc1cccc(CCN2C(=O)C(=O)N([C@@H](CNCc3ccccc3)Cc3ccccc3F)C[C@@H]2C(C)(C)C)c1	-27%	0.4	-7%[38.3 µM]	-3	9	4%	0.0	1%	-5
CCCC(C(=O)NCc1ccc(OC)cc1)N(Cc1ccco1)C(=O)c1snc(C(N)=O)c1N (stereo unspecified)	-14%	-0.5	3%	6	-6	6%[57.1 µM]	-0.1	-9%[57.1 µM]	21
COc1ccc(-n2c(-c3ccccc3)nc(=S)c3c2CCCC3)cc1	-21%	-0.8	1%	3	4	5%[57.1 µM]	0.2	-6%[57.1 µM]	-1
COc1ccc(CNC(=O)c2ccccc2SC)cc1	-18%	0.2	6%	-7	-7	-8%[57.1 µM]	-0.2	7%[57.1 µM]	7
CC1CCCC(NC(=O)C2N(CCCN3CCCC3)C(=O)C3C(C(=O)Nc4ccc(Cl)cc4)C4C=CC32O4)C1C (stereo unspecified)	-11%	-1.2	4%	-5	-3	-1%[57.1 µM]	-2.0	4%[57.1 µM]	4
CC1CCN(C(=O)CSc2nc3ncccc3[nH]2)CC1	-2%	-1.8	-6%	-2	3	-7%	0.0	8%	-10
C[C@H](CO)N1C[C@H](C)[C@@H](CN(C)C)Oc2c(NC(=O)Cc3ccccc3)cccc2C1=O	-8%	.	23%	-1	.	1%	.	16%	.
COc1ccc(-c2[nH]ncc2/C=N/NC(=O)c2cccc([N+](=O)[O-])c2)cc1OC	-12%	0.3	-5%	3	3	-7%	0.4	5%	11
CC(C)(CN=C1NS(=O)(=O)c2ccccc21)CNC(=O)c1ccccc1	-10%	0.1	5%	-2	2	3%	0.5	12%	-11
COC(=O)c1ccc(CNC(=O)COC(=O)c2ccc(N(C)C)cc2)cc1	4%	-0.8	-8%	0	1	12%[57.1 µM]	2.2	-5%[57.1 µM]	2

An excerpt of these results, field by field.
> COc1ccc(NC(=O)N2CCCCC2)cc1
  USP1-UAF1 inh: 1%; TRHR ag: 0.4; IDH1 R132H inh: 2%; PI4K2A inh: -9; TRHR enhancer: 1; TrxR1 substrate: 12%; D2 agonist: 0.2; rTrxR1 inhibitor: 36%; D2 antag: -8

> Cc1c(Cl)cccc1NC(=O)N1CCN(C(=O)c2nsc3ccccc23)CC1
  USP1-UAF1 inh: 3%; TRHR ag: -1.1; IDH1 R132H inh: 6%; PI4K2A inh: -1; TRHR enhancer: -5; TrxR1 substrate: 5%[57.1 µM]; D2 agonist: -0.5; rTrxR1 inhibitor: 8%[57.1 µM]; D2 antag: .

> Cc1ccc(NC(=O)c2c(C)oc3ccc(O)c(CN4CCCCC4)c23)cc1
  USP1-UAF1 inh: ?; TRHR ag: -0.1; IDH1 R132H inh: -14%; PI4K2A inh: 0; TRHR enhancer: -7; TrxR1 substrate: -3%; D2 agonist: -1.0; rTrxR1 inhibitor: 7%; D2 antag: .

(continued)
SMILES	USP1-UAF1 inh	TRHR ag	IDH1 R132H inh	PI4K2A inh	TRHR enhancer	TrxR1 substrate	D2 agonist	rTrxR1 inhibitor	D2 antag
COc1ccccc1C1CC(=O)Oc2cc(C)c(Br)c(C)c21 (stereo unspecified)	-22%	.	7%	0	.	-3%	.	10%	.
Clc1ccc(-c2c(C3=NCCCN3)nnn2-c2ccc(Cl)cc2)cc1	-12%	3.1	2%	5	-2	7%[0.0914 µM]	-1.3	11%	-8
CN(CC(=O)NC1CCCCC1)S(=O)(=O)c1ccc(Br)s1	-5%	-0.3	-2%	1	20	-5%	-0.3	8%[57.1 µM]	3
Cc1cccc(C)c1NC(=O)C1CCN(C(=O)c2cccs2)CC1	-10%	0.1	3%	1	-3	8%	1.2	21%	5
O=C(Nc1ccccc1)N1CCN(c2ncccn2)CC1	-13%	0.3	3%	5	4	-3%	1.8	-10%	8
CCC(CC)C(=O)Nc1ccc(S(=O)(=O)Nc2nccs2)cc1	-2%	0.0	0%	-1	7	3%[57.1 µM]	0.6	16%[57.1 µM]	32*
CCOc1cc(C#N)c(NC(=O)c2cccnc2)cc1OCC	-3%	.	4%	3	.	8%[57.1 µM]	.	8%[57.1 µM]	.
CCOc1ccccc1CN1CCN(Cc2ccc3cc(F)ccc3n2)CC1CCO (stereo unspecified)	-23%	-0.6	-2%	-1	-2	8%[11.4 µM]	0.2	-23%	0
CC(Sc1nnc(COc2ccc([N+](=O)[O-])cc2)n1-c1ccccc1)C(=O)O (stereo unspecified)	-21%	0.1	3%	1	-3	3%[57.1 µM]	0.7	-1%[57.1 µM]	-8
Cc1cc(C)c(NC(=O)CN(C)C(C)C(=O)N2CCc3ccccc32)c(C)c1 (stereo unspecified)	-13%	-0.9	-4%	10	32*	6%	0.1	17%	1
S=C1NC(c2cccs2)=CC(c2ccc(Br)cc2)N1 (stereo unspecified)	-15%	0.3	0%	-1	2	10%	0.7	2%	7
CC12COC3(C(=O)Nc4nccs4)CC1CCC32C (stereo unspecified)	0%	1.3	5%	3	-3	-15%	-0.5	11%[57.1 µM]	9
O=C(N/N=C/c1ccc(OCC(=O)N2CCCC2)cc1)C(=O)NC1CC1	-8%	0.7	7%	2	6	-11%	2.0	6%	10
Cc1ccc2nc(NCc3ccccc3)c(C=O)c(=O)n2c1	-6%	0.8	9%	-1	-1	14%[57.1 µM]	4.0	1%[57.1 µM]	-8
CCOC(=O)c1ccc(CN(Cc2ccc(F)cc2)S(=O)(=O)c2ccc(F)c(C(=O)Nc3ccc(Cl)cc3F)c2)cc1	-12%	2.0	18%	7	1	4%[57.1 µM]	0.0	26%[57.1 µM]	.
CC(C)(C)c1ccc(Oc2cccc(C3CC(=O)C(C4NCCc5ccccc54)C(=O)C3n3cncn3)c2)cc1 (stereo unspecified)	-24%	0.2	9%	-1	9	-3%	-0.3	14%	4
Cc1ccc(N(CN2CCCC2=O)C(=O)c2ccc(C)c(C)c2)cc1	-20%	-1.8	-2%	-5	-2	7%	-1.3	15%	10
CC(=O)N1CCc2c(sc3c2c(=O)n(-c2ccc(C)cc2)c(=O)n3Cc2c(F)cccc2Cl)C1	-7%	0.6	?	-2	-2	1%	0.9	5%	.
CCOC(=O)C1CCCN(CCC(=O)Nc2cccc(C)c2)C1 (stereo unspecified)	-21%&-16%	-0.5&-0.7	0%&33%	-6&-1	0&2	-5%&12%	0.1	-10%&14%	2
O=C(CSc1nc2c([nH]c3ccccc32)c(=O)n1-c1cccc(Cl)c1)NCC1CCCO1 (stereo unspecified)	-23%	-0.7	11%	3	0	7%[57.1 µM]	1.0	13%[57.1 µM]	.
CC(C)CSC1=NSC2=NC(=O)/C(=C\c3ccccc3)C(=N)N12	-8%	0.2	11%	-2	-2	0%	0.5	-13%	0
CCCN(CC(=O)Nc1ccc(F)c(F)c1F)C(=O)c1ccc2c(c1)NC(=O)CS2	0%	.	2%	0	.	2%	.	11%	.
CCOC(=O)c1ccc(OCCOc2ccccc2C)cc1	?	1.1	-2%	4	5	-2%	-0.4	13%[57.1 µM]	-10
CCn1c2ccc(C)cc2c2nc3cc(C(=O)O)ccc3nc21	?	-0.2	4%	2	-7	-1%	.	-16%	.
COC(=O)C1(CO)NC(c2ccc(C)cc2)C2C(=O)N(c3ccccc3)C(=O)C21 (stereo unspecified)	-15%	0.3	-5%	10	-4	3%	0.1	12%	2
COc1ccc(NC(=O)c2sccc2SCC#N)cc1	7%	-1.2	-7%	3	-19	1%	-0.9	-5%	32*
Cc1cc(OCC(=O)NCCc2c[nH]c3ccccc23)c2c(C)cc(=O)oc2c1	17%	1.4	-6%	-2	-5	-9%	0.0	-18%	-11
COC(=O)C1=C(O)/C(=C\c2ccc(OCC(=O)Nc3ccccc3)cc2)N=C1C	-15%	1.2	-13%	3	2	-7%	0.1	16%	12
